# Compound activity as filed in PubChem.
# IMPase Li cell – IMPase inhibition in cells with lithium potentiation; CHO-M1 cells, IP1 TR-FRET (IP-One), carbachol + lithium; Potency, µM (top dose mostly 59.4 µM), for inactives: at the highest dose activity, negative = IMPase inhibition, actives largely listed as inhibitors; hit rate 0.35% among 210,000;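 note: IP1 builds up when IMPase is blocked and the TR-FRET signal falls; potency is the fitted concentration of half-maximal effect; plate controls were basal vehicle for no effect and high inhibitor control for full effect; nearly all actives have a fitted effect of over 50% in size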
#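 Concentration–response in CHO-M1 cells, lithium-potentiated; 30 min at 37C. IP1 detected by competitive TR-FRET after 10 min lysis at RT. Hill-fitted AC50.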
# KinaseGlo FLuc – blocks Kinase-Glo luciferase, a counter-screen artifact; Kinase-Glo luciferase, ATP luminescence, 8 min; Potency, µM (highest dose often 38.3 µM), for the others: at the highest dose activity change, negative = inhibition, hits mostly inhibitors; hit rate 0.28% among 200,000; note: potency is the fitted concentration of half-maximal effect; % is set by controls: 0 for no effect and ±100 for the full control effect; nearly all actives have a fitted effect of over 60% in size
#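 Inhibition of Kinase-Glo luciferase light generation was assessed at 10 uM ATP in pH 7.2 imidazole buffer, with luminescence measured after eight minutes at ambient temperature.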
# CBFb-RUNX1 inh – inhibitors of human CBF-beta and RUNX1 interaction. AlphaScreen CBFb-His/RUNX1-biotin binding, biochemical. Q01196+Q13951. 230,000 tested, under 10 active. Potency, µM (top dose mostly 59.8 µM), inactives show at the highest dose activity, negative = inhibition, hits mostly inhibitors; note: % of control where 0% means no effect
# Target sequence (Q01196 whole entry, looked up): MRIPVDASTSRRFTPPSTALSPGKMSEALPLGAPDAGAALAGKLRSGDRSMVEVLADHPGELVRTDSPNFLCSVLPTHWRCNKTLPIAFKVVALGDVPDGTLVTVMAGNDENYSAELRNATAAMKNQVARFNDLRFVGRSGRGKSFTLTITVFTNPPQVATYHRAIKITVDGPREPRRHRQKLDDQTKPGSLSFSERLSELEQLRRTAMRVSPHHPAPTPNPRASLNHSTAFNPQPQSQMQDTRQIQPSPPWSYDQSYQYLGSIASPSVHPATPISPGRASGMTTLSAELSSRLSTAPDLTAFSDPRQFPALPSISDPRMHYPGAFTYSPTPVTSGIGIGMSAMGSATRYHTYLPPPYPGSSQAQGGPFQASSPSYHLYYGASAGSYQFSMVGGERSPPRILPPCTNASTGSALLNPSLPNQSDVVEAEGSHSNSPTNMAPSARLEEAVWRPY
# Target sequence (Q13951 whole entry, looked up): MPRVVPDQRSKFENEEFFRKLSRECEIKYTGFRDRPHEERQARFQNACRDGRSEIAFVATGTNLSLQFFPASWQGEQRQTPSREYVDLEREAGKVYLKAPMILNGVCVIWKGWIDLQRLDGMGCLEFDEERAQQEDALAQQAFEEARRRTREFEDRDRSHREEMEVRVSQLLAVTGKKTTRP
#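 Proteins preincubated together for 20 min at RT before compound addition; 15 min later, nickel and streptavidin beads were added and left 90 min prior to AlphaScreen measurement.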
# Lamin A splicing – modulators of lamin A splicing. hit rate 0.01% among 200,000. Potency, µM (series often up to 46.1 µM), without a hit: top-dose ratio change, negative = inhibition, usual class: inhibitors. AID 1487. HeLa LMNA splicing GFP/RFP minigene ratio, 48 h; active = well fitted inhibition curve with a large enough effect in the signal ratio, with a control signal flat, not every such curve was filed as active; inconclusive = small, poorly fitted or top-dose-only effect, or effect the other way, or a change in a side signal; the % refers to the signal ratio; note: potency is the fitted concentration of half-maximal effect; % is set by controls: 0 for no effect and ±100 for the full control effect
#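 S3 HeLa stable clones carrying a lamin A-EGFP splicing minigene plus DsRed2 were seeded at 600 cells/well in Opti-MEM with 2% FBS, pin-dosed and incubated 48 h at 37°C. Acumen cytometry (488 nm) gave the GFP/RFP total-intensity ratio.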
# HttQ103 aggreg – mutant huntingtin aggregation inhibition. PC12 HttQ103-GFP aggregates, Acumen cytometry, 40 h. Potency, µM (top dose mostly 46.1 µM), inactives show top-dose activity change, negative = inhibition, actives largely listed as inhibitors. hit rate 1.1% among 220,000; note: potency is the fitted concentration of half-maximal effect; % is set by controls: 0 for no effect and ±100 for the full control effect; nearly all actives have a fitted effect of over 60% in size
#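 PC12/HTTQ103-GFP, ecdysone-inducible; teb 100 nM; cpd qHTS titration; GFP aggregates read on laser cytometer, Ex 488/Em 500-530 nm.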
# Epigenetic derep – epigenetic control regulation, reporter derepression. murine LDR cells, GFP reporter derepression, 30 h. Potency, µM (titrated, usually from 53.9 µM), for inactives: top-dose GFP activation, actives largely listed as activators. hit rate 0.2% among 280,000; note: potency is the fitted concentration of half-maximal effect; % of control where 0% means no effect; nearly all actives have a fitted effect of over 60% in size
#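 In this reporter-derepression format, murine cells bearing a silenced integrated CMV-GFP locus incubate with test compound (30 h, 37 C), then are washed and imaged; fluorescent objects of 20–120 um count as induced cells.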
# NPSR antagonist – neuropeptide S receptor (human) antagonism, cAMP. hit rate 1% among 220,000. CHO-NPSR cells, cAMP TR-FRET, antagonist mode. Q6W5P4. Potency, µM (titrated, usually from 38.3 µM), inactives show at the highest dose activity change, negative = inhibition, hits mostly inhibitors; note: potency is the fitted concentration of half-maximal effect; % is set by controls: 0 for no effect and ±100 for the full control effect; nearly all actives have a fitted effect of over 50% in size; many of its hits are not listed in these tables
# Target sequence (Q6W5P4 whole entry, looked up): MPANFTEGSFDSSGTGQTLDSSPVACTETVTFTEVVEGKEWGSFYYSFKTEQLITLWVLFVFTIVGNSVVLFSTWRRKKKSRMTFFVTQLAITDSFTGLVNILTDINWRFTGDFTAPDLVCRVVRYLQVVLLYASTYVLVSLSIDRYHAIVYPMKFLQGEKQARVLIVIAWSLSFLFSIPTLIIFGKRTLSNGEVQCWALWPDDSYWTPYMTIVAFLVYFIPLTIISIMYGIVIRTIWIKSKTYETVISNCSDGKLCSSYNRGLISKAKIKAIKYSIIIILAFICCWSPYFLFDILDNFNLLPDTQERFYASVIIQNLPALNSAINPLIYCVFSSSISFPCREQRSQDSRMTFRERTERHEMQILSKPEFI
# * = called active by the depositor; ? = inconclusive; nt = not tested or not shown; & = joins results of further samples; [ ] = dose if it differs, or a comment. Unless noted, calls come from the whole dose curve; as a rule, active = well fitted curve in the direction sought with a large enough effect; inconclusive = small, poorly fitted or top-dose-only effect, or another doubt; inactive = no such curve, though single readings can be large; an effect the other way counts as inactive or inconclusive. Not all compounds are listed; rates above refer to the full screens.
Structure	IMPase Li cell	KinaseGlo FLuc	CBFb-RUNX1 inh	Lamin A splicing	HttQ103 aggreg	Epigenetic derep	NPSR antagonist
CC1=NN(c2ccccc2)C(=O)/C1=C\C=C1/N(C)c2ccccc2C1(C)C	4%	-9%	nt	?	?	0.0%	-33%
CCCCCC(=O)Nc1cccc(C2=NOC3(C2)C[C@@H](C(N)=O)N(C(=O)CC(c2ccccc2)c2ccccc2)C3)c1 (some centres not stated)	nt	nt	-5%	nt	?	2.4%	-42%
CC(=O)c1ccc(NC(=O)Nc2ccc(Br)cc2C)cc1	8%	-4%	1%	-3%[46 µM]	nt	-1.1%	-17%
Cn1nnc(NC(=O)c2ccc(C(C)(C)C)cc2)n1	1%[38.3 µM]	-8%	4%	-2%	28%	-0.6%	0%[46.1 µM]
CCOC(=O)c1nnn(-c2nonc2-n2cccc2)c1-c1cccc([N+](=O)[O-])c1	2%	3%	-13%	?	-10%	2.9%	-32%
CCCc1cc(=O)[nH]c(SCc2cccnc2)n1	-2%	0%	-5%	-15%	-4%	0.0%	8%[46.1 µM]
Cc1ccc(N2C(=O)C3C4C=CC(C4)C3C2=O)cc1 (configuration not stated)	-3%[38.3 µM]	-2%	5%	4%	13%	-0.2%	5%[46.1 µM]
Cc1sc2nc(SCC(=O)N3CCCC3)[nH]c(=O)c2c1C	28%[38.3 µM]	-2%	-3%	-5%	-12%	0.0%	-26%[46.1 µM]
CC(Sc1nc2ccccc2s1)C(=O)Nc1nnc(C(C)C)s1 (configuration not stated)	38%[activator][38.3 µM]	-1%	-3%	?	-9%	-1.6%	-16%[46.1 µM]
CCN(CC)c1ccc(/C=N/Nc2nc(C)cc(=O)[nH]2)cc1	30%[38.3 µM]	-5%	1%	-7%	10%	-1.2%	?
CC(C)OC(=O)C1C(=O)CC(C)(O)C(C(=O)OC(C)C)C1c1cccnc1 (configuration not stated)	-1%[38.3 µM]	1%	1%	6%	0%	-0.3%	-4%[46.1 µM]
Cc1cccc(Cn2cnc3c(N)c(C)c(C)cc32)c1	5%	-4%	-6%	?	-7%	-1.4%	-16%
O=C(c1ccccc1)N1CCN(Cc2c[nH]c3ccccc23)CC1	24%[38.3 µM]	1%	1%	?	-31%	0.0%	-5%[46.1 µM]
CC(=O)c1ccc(NC(=O)c2cccs2)cc1	-8%[38.3 µM]	?	0%	-3%	10%[9.22 µM]	-6.1%	3%[46.1 µM]
O=C(COc1cccc2ccccc12)Nc1nc2ccccc2[nH]1	16%[38.3 µM]	-3%	-9%	-9%	-4%	1.9%	-22%[46.1 µM]
CCCCCNC(=O)CCCCn1c(=O)[nH]c2cc(OCC)c(OCC)cc2c1=O	-2%[38.3 µM]	-4%	5%	5%	4%	-1.1%	-7%[46.1 µM]
O=C(N/N=C/c1ccncc1)c1nn(Cc2ccccc2)c(=O)c2ccccc12	0%	-3%	1%	1%[46 µM]	-19%	-1.4%	-5%
CCOCCCNC(=O)C(NC(=O)CNC(C)=O)c1ccc(Cl)cc1 (configuration not stated)	nt	nt	3%	5%	0%	-1.0%	11%[46.1 µM]
CC(C)CC(=O)c1c[nH]c(C(=O)NCc2cccs2)c1	4%[38.3 µM]	-4%	6%	-10%	-3%	-0.5%	-13%[46.1 µM]
CCOc1ccc2nc(NC(=O)C3=NN(c4ccccc4)C(=O)CC3)sc2c1	6%	0%	-22%	nt	11%	6.1%	-16%

# More records follow.
Structure	IMPase Li cell	KinaseGlo FLuc	CBFb-RUNX1 inh	Lamin A splicing	HttQ103 aggreg	Epigenetic derep	NPSR antagonist
Cc1onc(-c2ccccc2)c1C(=O)NCc1cccs1	26%[38.3 µM]	3%	2%	4%	-14%	-0.4%	7%[46.1 µM]
CCOC(=O)NC(Nc1ccc(S(N)(=O)=O)cc1)(C(=O)OCC)C(F)(F)F (configuration not stated)	-5%[38.3 µM]	-2%	5%	0%	?	2.0%	-1%[46.1 µM]
COc1c2ccc(C(=O)NCCCCc3ccccc3)cc2nn1C	-18%[38.3 µM]	-1%	11%	-4%	-3%	0.0%	-9%[46.1 µM]
O=C(O)c1ccc(CN2C(=O)CSC2=S)cc1	-2%[38.3 µM]	-2%	-11%	?	?	-2.2%	-3%[46.1 µM]
S=C(NCc1ccco1)Nc1ccccn1	6%	2%	-11%	?	15%	0.1%	-9%
c1ccc(C2CCC(N3CCNCC3)CC2)cc1 (configuration not stated)	-4%	-5%	-6%	-5%	10%	-2.7%	52%
Cc1sc2ncn3ncnc3c2c1C	4%[38.3 µM]	1%	5%	?	?	-0.8%	0%[46.1 µM]
CCc1nnc(NC(=O)c2c(O)c3cccc4c3n(c2=O)CC4)s1	?	2%	1%	-11%	-4%	-1.0%	-1%[46.1 µM]
COc1ccc(CNS(=O)(=O)c2ccccc2Br)cc1	nt	nt	2%&19%	nt	-9%[9.22 µM]	1.1%	6%
O=C(c1cccc([N+](=O)[O-])c1)N1CCN(Cc2ccc3c(c2)OCO3)CC1	-5%	0%	-22%	nt	31%	1.9%	0%
COc1ccc(/C=C/C(=O)OCC(=O)c2c(C)[nH]c3ccccc23)cc1OC	14%	13%	7%	?	-24%	0.1%	-11%
COc1ccccc1-n1nnnc1SCC(=O)Nc1ccccn1	17%[38.3 µM]	0%	9%	9%	-9%	2.3%	-2%[46.1 µM]
O=C(CSc1nnc2ccccn12)Nc1cccc(-c2nc3ccccc3s2)c1	-11%	0%	5%	-9%	0%	0.2%	-23%
Clc1ccc(Cc2ccc(SCc3ccccc3)nn2)c(Cl)c1	21%[38.3 µM]	0%	?	-11%	-13%	-1.1%	-23%[46.1 µM]
CC(=O)Nc1ccc(NS(=O)(=O)c2ccc3ccccc3c2)cc1	32%[38.3 µM]	-1%	-4%	-18%	-11%	-0.8%	-7%[46.1 µM]
COc1ccc(-c2nn(-c3ccccc3)cc2/C=N/NC(=O)c2ccc3c(c2)OCO3)cc1	2%[38.3 µM]	2%	0%	-18%	?	0.0%	-18%[46.1 µM]
CSc1nnc(C(C)(C)C)c(=O)n1/N=C/c1c(O)ccc2ccccc12	nt	nt	8%	nt	10%[9.22 µM]	1.9%	-22%
CCN1C(=O)N[C@@H](c2cccc(C(F)(F)F)c2)C(C(=O)OC)=C1C	-1%	-2%[7.66 µM]	1%[13.1 µM]	2%[9.22 µM]	nt	nt	nt
O=C(NCc1ccco1)c1ccc(Cl)c(S(=O)(=O)N2CCOCC2)c1	26%[38.3 µM]	-1%	?	4%	-1%	2.5%	15%[46.1 µM]
CCOC(=O)c1ccc2c(c1)sc(=NC(=O)c1ccco1)n2CCOC	?	6%	-1%	-10%	16%	0.0%	-10%

# A section taken from the entries so far:
Structure	IMPase Li cell	KinaseGlo FLuc	CBFb-RUNX1 inh	Lamin A splicing	HttQ103 aggreg	Epigenetic derep	NPSR antagonist
CC(=O)Nc1ccc(NS(=O)(=O)c2ccc3ccccc3c2)cc1	32%[38.3 µM]	-1%	-4%	-18%	-11%	-0.8%	-7%[46.1 µM]
COc1ccc(-c2nn(-c3ccccc3)cc2/C=N/NC(=O)c2ccc3c(c2)OCO3)cc1	2%[38.3 µM]	2%	0%	-18%	?	0.0%	-18%[46.1 µM]

# (more compounds)
Structure	IMPase Li cell	KinaseGlo FLuc	CBFb-RUNX1 inh	Lamin A splicing	HttQ103 aggreg	Epigenetic derep	NPSR antagonist
Cc1ccc(-c2nc(CN3CCCCC3c3cccc(F)c3)c(C)o2)o1 (configuration not stated)	12%	-3%	-1%	5%[46 µM]	-7%[9.22 µM]	1.0%	57%
Cc1cc2oc(C(=O)Nc3c(C)n(C)n(-c4ccccc4)c3=O)c(C)c2cc1Cl	-1%	-1%	-1%	?	3%	-6.3%	1%
COC(=O)C1(C)C=CCN1C(=O)c1ccccc1 (configuration not stated)	-11%	-3%	13%	nt	nt	4.8%	nt
COc1cc(/C=N\Nc2cc(=O)n(C)c(=O)n2C)ccc1O	12%	-16%	-1%	0%	1%	-1.9%	-17%
COc1ccc(OC)c(NC(=O)CSc2nnc(CNc3ccc(F)cc3)o2)c1	6%[38.3 µM]	-3%	-9%	?	7%[9.22 µM]	0.0%	-24%[46.1 µM]
Cc1ccc(-c2cc(Cc3ccc(N(C)C)cc3)c(=O)[nH]n2)cc1	nt	nt	-9%	nt	19%[9.22 µM]	0.4%	10%
Cc1cc(=O)[nH]c(SCc2nnnn2-c2ccc(Cl)cc2)n1	-2%	3%	-6%	-7%	-15%	5.3%	16%
Cc1ccccc1OCC(=O)Nc1ccc(NC(=O)c2ccco2)cc1	2%	5%	0%	-7%[46 µM]	2%[9.22 µM]	-1.9%	-9%
Nc1c(N)c2ccccc2oc1=O	33%[38.3 µM]	4%	-5%	7%	19%	-0.9%	-4%[46.1 µM]
O=C(c1ccc(Cl)nc1)N1CCN(S(=O)(=O)c2ccc(Cl)cc2)CC1	2%	-4%	3%	0%[46 µM]	19%	-6.3%	-6%
O=C(CCSc1ccccc1)Nc1ccccc1Br	3%	-3%	28%	?	11%	-0.4%	-14%
N#Cc1nc(COc2ccccc2Cl)oc1NCc1ccco1	6%[38.3 µM]	-6%	-6%	11%	-5%	1.1%	-25%[46.1 µM]
Cc1cc(C)c2c(CN3CCOCC3)cc(=O)oc2c1	nt	nt	3%	nt	-13%[9.22 µM]	-1.7%	11%
Cc1nonc1NC(=O)CSc1nc(CCC2CCCC2)nc2ccccc12	nt	nt	12%	nt	-11%[9.22 µM]	0.0%	-53%
Cc1ccc(NC(=S)Nc2ccc3cn[nH]c3c2)c(C)c1	2%	-1%	2%	7%[46 µM]	18%	-2.2%	8%
CCC1(C)Cc2c(sc3nnn(CC(=O)Nc4ccccc4C)c(=O)c23)CO1 (configuration not stated)	2%[38.3 µM]	-1%	4%	11%	15%	-1.2%	-17%[46.1 µM]
COCC(=O)n1nc(-c2ccccc2)nc1NCc1cccs1	-2%	-1%	5%	27%[46 µM]	-10%	1.3%	2%
CCn1c(NC(=O)c2ccco2)c(-c2ccccc2Cl)c(=O)c2ccccc21	-8%[38.3 µM]	-5%	4%	?	-4%	-0.6%	-11%[46.1 µM]
CN(C)CCCNC(=O)Cc1ccc(Br)cc1	-9%[38.3 µM]	-7%	0%	3%	16%	-0.2%	7%[46.1 µM]
N/C(=N\c1nc(CSc2nnnn2-c2ccccc2)cc(=O)[nH]1)Nc1ccccc1	2%	7%	4%	?	2%[9.22 µM]	3.8%	-16%
CSC1=NC2(C)CCCCC2C12C=CC(=O)C=C2 (configuration not stated)	nt	nt	2%	nt	8%[9.22 µM]	-1.8%	8%
O=C(O)c1ccccc1C(=O)Nc1ccc(-c2csc(-c3ccccc3)n2)cc1	-25%	7%	-6%	-6%	14%	-0.1%	-5%
CCOC(=O)c1cccc(NC(=O)CSc2nnc(-c3cccnc3)n2C)c1	15%[38.3 µM]	-1%	20%	-11%	-9%	-7.9%	-11%[46.1 µM]
